Compound activity as filed in PubChem.
PrPC TRFRET – inhibitors of human cell surface prion protein PrPC; TR-FRET read-out; inhibition, % at 13.8 µM; 370,000 compounds, 0.43% hits; AID 720596; in the data active = inhibition above about 24%; note: 0% = median of the test wells and 100% = reference compound wells
Rv3671c inh – inhibitors of M. tuberculosis serine protease Rv3671c. inhibition, % at 5.96 µM. 320,000 compounds, 0.048% hits; in the data active = inhibition above about 38%;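 note: extracellular domain of Rv3671c used as enzyme; 0% = enzyme with DMSO and 100% = no enzyme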
3CLpro inhibitor – SARS-CoV 3CLpro protease inhibition; recombinant SARS-CoV 3CLpro, quenched FRET peptide cleavage; inhibition, % at 6 µM; 290,000 compounds, 0.14% hits; AID 1706; in the data active = inhibition above about 12%
Anthrax LF inh2 – blocks Bacillus anthracis lethal factor protease; P15917; multiplex microsphere protease cleavage assay, LF; inhibition, % at 10 µM; 360,000 compounds, 0.12% hits; note: plate controls were buffer without enzyme for full effect and enzyme alone for no effect
Target sequence (P15917 whole entry, looked up): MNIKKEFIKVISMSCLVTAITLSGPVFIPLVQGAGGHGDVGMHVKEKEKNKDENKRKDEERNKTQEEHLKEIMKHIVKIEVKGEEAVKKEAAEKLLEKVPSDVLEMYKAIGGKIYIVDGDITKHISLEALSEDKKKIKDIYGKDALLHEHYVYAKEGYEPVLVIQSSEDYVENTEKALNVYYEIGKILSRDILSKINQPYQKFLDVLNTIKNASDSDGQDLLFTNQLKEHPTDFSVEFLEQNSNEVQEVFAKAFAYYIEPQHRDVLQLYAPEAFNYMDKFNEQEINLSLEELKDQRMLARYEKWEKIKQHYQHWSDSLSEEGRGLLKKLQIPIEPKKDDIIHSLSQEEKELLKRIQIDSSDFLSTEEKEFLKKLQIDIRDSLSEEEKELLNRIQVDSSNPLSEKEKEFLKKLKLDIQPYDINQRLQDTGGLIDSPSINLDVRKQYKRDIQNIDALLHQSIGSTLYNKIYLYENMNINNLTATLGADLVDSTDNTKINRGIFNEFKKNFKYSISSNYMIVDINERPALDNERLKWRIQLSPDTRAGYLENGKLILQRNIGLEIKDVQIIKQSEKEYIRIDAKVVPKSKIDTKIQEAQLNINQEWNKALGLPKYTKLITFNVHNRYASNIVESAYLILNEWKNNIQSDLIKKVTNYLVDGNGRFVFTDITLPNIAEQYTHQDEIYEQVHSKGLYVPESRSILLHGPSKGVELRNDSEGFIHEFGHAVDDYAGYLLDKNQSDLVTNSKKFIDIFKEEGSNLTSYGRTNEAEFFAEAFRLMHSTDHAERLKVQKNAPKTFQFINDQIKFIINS
DUSP3 inh – inhibitors of human VHR1 phosphatase (DUSP3) | AID 1654 | recombinant VHR phosphatase, pNPP absorbance | 290,000 compounds, 0.52% hits | P51452 | inhibition, % at 13.3 µM; in the data active = inhibition above about 50%; note: some compounds called inactive have numbers as strong as hits
BoNT A protease – blocks Botulinum neurotoxin A light chain protease; 360,000 compounds, 0.17% hits; multiplex microsphere protease substrate cleavage, flow cytometry; inhibition, % at 10 µM; AID 588499; note: plate controls were buffer without enzyme for full effect and enzyme alone for no effect
MazEF act – activators of E. coli MazEF toxin-antitoxin RNase | 350,000 compounds, 0.32% hits | FAM/BHQ RNA-DNA oligo cleavage fluorescence, 5 h | P0AE70 | activation, % at 20 µM; in the data active = activation above about 50%
Target sequence (P0AE70 whole entry, looked up): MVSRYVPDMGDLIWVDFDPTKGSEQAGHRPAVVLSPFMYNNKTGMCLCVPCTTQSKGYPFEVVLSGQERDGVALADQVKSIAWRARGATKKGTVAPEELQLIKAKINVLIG
CCHFV vOTU inh – CCHFV vOTU protease inhibition; Pep-AMC fluorescence; inhibition, % at 11.5 µM; 370,000 compounds, 0.55% hits; in the data active = inhibition above about 30%; note: 0% = vehicle wells with enzyme and 100% = no enzyme wells
BoNT-F LC inh – BoNT F light chain protease inhibition | 360,000 compounds, 0.22% hits | Multiplex microsphere protease cleavage assay, flow cytometry | inhibition, % at 10 µM; in the data active = inhibition above about 35%, passing the limit was not always enough; inconclusive = no clear call, values can overlap the other calls; note: plate controls were buffer without enzyme for full effect and enzyme alone for no effect
PriA SSB inh – blocks PriA binding to SSB C-terminal tail | AlphaScreen SSBct-PriA binding, biotinylated peptide | inhibition, % at 33 µM | 430,000 compounds, 0.6% hits | AID 1272365; in the data active = inhibition mostly above about 37%, no sharp cut-off; inactive = mostly below about 20%;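 note: plate controls were negative control peptide for no effect and reference peptide for full effect; strong numbers were not always called active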
* = called active by the depositor; ? = inconclusive; nt = no result given. Cut-off read from the data, not from the text of the source, unless noted: active = inhibition above about 30%; inconclusive = no clear call, values can overlap the other calls; inactive = below that.

Start of the listing, in advance, five compounds:
SMILES	PrPC TRFRET	Rv3671c inh	3CLpro inhibitor	Anthrax LF inh2	DUSP3 inh	BoNT A protease	MazEF act	CCHFV vOTU inh	BoNT-F LC inh	PriA SSB inh
O=C(CCCN1C(=O)/C(=C/c2ccccc2Cl)SC1=S)NNC(=O)c1cccnc1	-1	-2	5	12	5	?	-4	9	?	-6
COc1ccc(NC(=O)N(C)C[C@H]2Oc3c(NS(=O)(=O)c4cccs4)cccc3C(=O)N([C@@H](C)CO)C[C@@H]2C)cc1	9	2	nt	0	nt	-0.3	0	4	1	-12
COc1ccccc1CNC(=O)C[n+]1ccccc1	-3	-4	6	2	19	0.7	6	2	-1	6
COC(=O)Nc1nc(-c2ccc(F)cc2)c(C)s1	5	-4	4	-6	14	0.1	-14	6	-3	-6
COc1ccc(NC(=O)c2cc(-c3ccccn3)nc3ccccc23)cc1S(=O)(=O)N(C)C	-21	1	nt	-5	nt	0.0	6	5	-8	1

Main list, previewed entries included:
SMILES	PrPC TRFRET	Rv3671c inh	3CLpro inhibitor	Anthrax LF inh2	DUSP3 inh	BoNT A protease	MazEF act	CCHFV vOTU inh	BoNT-F LC inh	PriA SSB inh
O=C(CCCN1C(=O)/C(=C/c2ccccc2Cl)SC1=S)NNC(=O)c1cccnc1	-1	-2	5	12	5	?	-4	9	?	-6
COc1ccc(NC(=O)N(C)C[C@H]2Oc3c(NS(=O)(=O)c4cccs4)cccc3C(=O)N([C@@H](C)CO)C[C@@H]2C)cc1	9	2	nt	0	nt	-0.3	0	4	1	-12
COc1ccccc1CNC(=O)C[n+]1ccccc1	-3	-4	6	2	19	0.7	6	2	-1	6
COC(=O)Nc1nc(-c2ccc(F)cc2)c(C)s1	5	-4	4	-6	14	0.1	-14	6	-3	-6
COc1ccc(NC(=O)c2cc(-c3ccccn3)nc3ccccc23)cc1S(=O)(=O)N(C)C	-21	1	nt	-5	nt	0.0	6	5	-8	1
Cc1noc(C)c1C(=O)NC(C)c1ccc(Cl)cc1Cl (configuration not stated)	-2	-2	-2	-4	14	-0.3	6	1	-1	-9
O=C(N/N=C/c1cccc([N+](=O)[O-])c1)c1cc(-c2ccccc2)nc2ccccc12	0	0	1	0	1	-0.2	16	-15	2	nt
Cc1ccc(-n2cc(-c3ccc([N+](=O)[O-])cc3)[nH]c2=S)c(C)c1	-17	-3	5	2	46	6.0	16	-2	-4	38
Cc1cc2c(c(=O)n1Cc1ccco1)C(c1ccccc1)C(C#N)=C(N)O2 (configuration not stated)	-1	1	6	-4	22	-0.7	6	15	1	-20
CCCN1C(=O)c2ccc(C(=O)Nc3cc(C)on3)cc2C1=O	3	-3	-5	-8	3	0.2	2	-6	0	-20
NC(N)=NCc1cccc(I)c1	9	6	nt	0	nt	-0.7	2	-5	4	-13
Clc1ccccc1-c1nnc(-c2ccc3c(c2)OCO3)o1	2	-6	0	1	-29	-1.5	-3	-7	-3	-14
CN(CCc1ccccn1)C(=O)Nc1ccc(C(C)(C)C)cc1	6	3	2	-2	10	-0.7	-15	-4	-12	-8
CSCC[C@H](NC(=O)OC(C)(C)C)C(=O)N1CCC(C(=O)NCC(=O)Nc2ccc(C)cc2)CC1	0	6	-2	4	-1	2.2	-5	-11	0	0
Cn1c(=O)c(C(=O)COc2ccc(C#N)cc2)c(N)n(Cc2ccccc2)c1=O	3	1	4	-7	-15	-0.2	3	-8	-1	-4
O=C(c1noc2c1CSc1ccccc1-2)N1CCN(c2ccc(Cl)cc2)CC1	-2	5	5	-1	-2	-1.1	6	8	3	-11
CCCn1ncc(CN2CCN(Cc3ccsc3)C(CCO)C2)c1C (configuration not stated)	9	5	-1	-5	5	0.8	-1	-1	-5	4
Cc1ccc(N2CCN(C(=O)N3CCCC3)CC2)cc1C	7	7	-1	-3	22	0.0	1	-2	2	-12
C=CCSc1nc(=O)n2cccc(C)c2n1	0	-6	-6	-6	-13	-1.7	-4	-1	-3	5
CCN(CCNC(=O)C1CCN(S(C)(=O)=O)CC1)c1ccccc1	-2	3	4	-2	6	0.2	2	7	-2	-2
CSc1[nH]c(=O)c(C(=O)O)cc1C#N	2	4	-5	-1	18	0.0	1	8	2	-11
CCCCn1c(SC(C)C(N)=O)nc2cc(C(=O)OC)ccc2c1=O (configuration not stated)	3	-2	-1	1	13	0.3	-1	-2	2	-22
O=C1C2C3C=CC(C3)C2C(=O)N1CCN1CCN(S(=O)(=O)c2ccc3ccccc3c2)CC1 (configuration not stated)	1	8	0	0	28	0.6	-6	12	-18	-2
COCCNC(=O)C(=O)NNC(=O)c1ccccc1OC	-8	5	0	-6	-14	-2.3	3	10	-5	-1
Cc1ccc(S(=O)(=O)/N=C(\c2ccccc2)N(C)S(=O)(=O)c2ccc(C)cc2)cc1	6	4	7	-3	-4	-0.4	-7	-2	-3	nt
COc1ccc(S(=O)(=O)N2CCCCCC2)cc1NC(=O)CC1OC(=O)c2ccccc21 (configuration not stated)	3	-2	nt	-2	nt	3.3	-1	4	13	15
CS(=O)(=O)N1CCN(c2ccccc2NC(=O)c2cc(Br)ccc2Cl)CC1	-6	-3	1	-6	32	0.0	-13	6	-2	-15
c1ccc2c(c1)Sc1cnccc1N2CC1CO1 (configuration not stated)	-8	nt	nt	-1	nt	1.4	7	7	-6	nt
CSc1ccccc1NC(=O)C(C)N1C(=O)c2ccccc2S1(=O)=O (configuration not stated)	-3	8	nt	5	nt	-2.5	3	0	-2	-20
COc1cc(NC(=O)c2ccc(Cl)cc2)c(OC)cc1NC(=O)CN1CCCCC1	1	-6	4	-7	17	0.3	25	0	-3	14
CC1(C)OC(=O)C(=CNc2cccc(C(=O)O)c2)C(=O)O1	-3	-8	-1	0	10	-3.1	3	-9	-24	-13
Cc1ccccc1-c1cnc(C(O)c2ccc(-c3ccccc3)cc2)[nH]1 (configuration not stated)	2	nt	nt	-3	nt	-0.1	nt	15	-4	nt
CCOC(=O)N/N=C/c1ccc(OCCSc2ccc(Cl)cc2)c(OC)c1	5	-13	4	-2	-1	-1.0	2	0	-14	nt
CC(C)C[C@@H](COCc1ccc(Cl)cc1)N1CCN(C(=O)c2ccc(Cl)cc2Cl)CCC1=O	8	nt	nt	-7	nt	-0.6	nt	21	-2	nt
FC(F)(F)c1nc(Sc2ncccc2C(F)(F)F)n[nH]1	-3	4	-2	-4	-5	?	7	-2	?	-7
c1ccc2c(c1)CCCC2C1=NCCN1 (configuration not stated)	-4	4	1	0	-3	-1.1	3	3	-6	-15
CCOCc1nnc(NC(=O)c2cccc(OC)c2)s1	2	-8	2	-2	33	0.1	-1	7	-1	-4
COc1cccc(NC=C2C(=O)OC(C)(C)OC2=O)c1	9	-11	-3	0	4	-0.3	5	11	-2	-10
O=C(c1cc(COc2ccc(F)cc2Cl)on1)N1CCCCCCC1	-2	-5	0	-3	-31	-0.3	1	-6	-1	-18
NC(=O)c1cccn(Cc2ccc(C(F)(F)F)cc2)c1=O	6	5	-7	-9	13	-1.0	-15	-1	1	-10

A second format for part of the listing above.
| SMILES | PrPC TRFRET | Rv3671c inh | 3CLpro inhibitor | Anthrax LF inh2 | DUSP3 inh | BoNT A protease | MazEF act | CCHFV vOTU inh | BoNT-F LC inh | PriA SSB inh |
| --- | --- | --- | --- | --- | --- | --- | --- | --- | --- | --- |
| Cc1ccc(S(=O)(=O)/N=C(\c2ccccc2)N(C)S(=O)(=O)c2ccc(C)cc2)cc1 | 6 | 4 | 7 | -3 | -4 | -0.4 | -7 | -2 | -3 | nt |
| COc1ccc(S(=O)(=O)N2CCCCCC2)cc1NC(=O)CC1OC(=O)c2ccccc21 (configuration not stated) | 3 | -2 | nt | -2 | nt | 3.3 | -1 | 4 | 13 | 15 |
| CS(=O)(=O)N1CCN(c2ccccc2NC(=O)c2cc(Br)ccc2Cl)CC1 | -6 | -3 | 1 | -6 | 32 | 0.0 | -13 | 6 | -2 | -15 |

The listing continues.
SMILES	PrPC TRFRET	Rv3671c inh	3CLpro inhibitor	Anthrax LF inh2	DUSP3 inh	BoNT A protease	MazEF act	CCHFV vOTU inh	BoNT-F LC inh	PriA SSB inh
CCc1ccc2c(c1)c(N=NC1=NC(=O)CS1)c(O)n2C	-25	4	-8	2	10	0.0	-5	-4	0	-7
C=CCn1c(SCC(=O)Nc2ccccc2OC)nnc1-c1ccccn1	14	0	2	-1	18	-0.9	8	17	-1	1
O=C(CSc1ncn[nH]1)Nc1cccc2ccccc12	-3	-5	3	0	11	-0.2	-19	0	-7	-4
O=C(C1CC(=O)N(c2ccc(Cl)cc2)C1)N1CCN(Cc2ccc3c(c2)OCO3)CC1 (configuration not stated)	-3	8	0	-18	13	-1.2	13	-13	-2	3
CCOC(=O)c1sc(N2C(=O)C(O)=C(C(=O)c3ccco3)C2c2ccco2)nc1C (configuration not stated)	-4	-13	1	-3	25	-0.3	2	21	3	-1
O=C(NCCc1cccs1)c1ccc(Cl)cc1	-5	-14	-2	-19	21	-4.4	3	3	?	-4
CCC(C)(C)NC(=O)C(c1cccc(OC)c1OC)N(CCOC)C(=O)CCC(=O)Nc1cc(C)on1 (configuration not stated)	0	2	3	-1	18	0.3	2	6	1	-9
S=c1[nH]nc(Cc2noc3ccccc23)n1-c1ccccc1	3	-11	3	-5	22	-0.6	0	-2	-1	-4
CC(C)CN1C(=O)c2ccc(NC(=O)c3ccccc3F)cc2C1=O	-8	3	0	0	21	?	17	-20	1	2
S=C(Nc1cccc(Cl)c1)N1CCOCC1	1	0	-10	-2	3	0.9	2	-11	2	4
CN(CCc1ccccc1)C1CCCN(S(=O)(=O)CC(F)(F)F)C1 (configuration not stated)	3	-2	-2	-1	-28	3.2	5	-14	?	-2
Cc1ccc(SCC(=O)OCn2nnc3ccccc3c2=O)cc1C	8	-1	3	-2	-1	0.3	2	-2	2	-37
CNC1(c2ccc(F)cc2)CCCCC1	2	nt	nt	-1	nt	-0.6	-3	-5	0	-6
CCn1c(-c2cc(Br)ccc2O)n[nH]c1=S	4	-7	-2	3	nt	?	-15	-20	-5	5
Cc1ccc(S(=O)(=O)NC(=O)N2CCCC2)cc1	7	nt	nt	0	nt	0.2	4	-18	4	-13
CCOC(=O)/C(C#N)=N\Nc1cc(Cl)ccc1OC	5	2	-3	4	4	0.2	326*	1	-8	nt

Part of the list above in order of molar mass, rising:
SMILES	PrPC TRFRET	Rv3671c inh	3CLpro inhibitor	Anthrax LF inh2	DUSP3 inh	BoNT A protease	MazEF act	CCHFV vOTU inh	BoNT-F LC inh	PriA SSB inh
Cc1ccc(S(=O)(=O)NC(=O)N2CCCC2)cc1	7	nt	nt	0	nt	0.2	4	-18	4	-13
COCCNC(=O)C(=O)NNC(=O)c1ccccc1OC	-8	5	0	-6	-14	-2.3	3	10	-5	-1
Cn1c(=O)c(C(=O)COc2ccc(C#N)cc2)c(N)n(Cc2ccccc2)c1=O	3	1	4	-7	-15	-0.2	3	-8	-1	-4

An excerpt; count on the stated rates, not on these rows.
